# MCL1 BIM primary = disrupts human MCL1 binding to BIM-BH3 peptide; GST-MCL1 / FITC-Bim-BH3 fluorescence polarization; Q07820; AID 2057; actives 0.68% (n = 320,000); inhibition, % at 10.9 µM;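 active means inhibition above the mean inhibition of all tested compounds plus 3 SD, set per campaign, cut at about 40% in these data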;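 further: 0% = DMSO wells and 100% = unlabeled Bim-BH3 peptide control; higher means more loss of mP so more displacement of Bim peptide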
# Target sequence (Q07820 whole entry, looked up): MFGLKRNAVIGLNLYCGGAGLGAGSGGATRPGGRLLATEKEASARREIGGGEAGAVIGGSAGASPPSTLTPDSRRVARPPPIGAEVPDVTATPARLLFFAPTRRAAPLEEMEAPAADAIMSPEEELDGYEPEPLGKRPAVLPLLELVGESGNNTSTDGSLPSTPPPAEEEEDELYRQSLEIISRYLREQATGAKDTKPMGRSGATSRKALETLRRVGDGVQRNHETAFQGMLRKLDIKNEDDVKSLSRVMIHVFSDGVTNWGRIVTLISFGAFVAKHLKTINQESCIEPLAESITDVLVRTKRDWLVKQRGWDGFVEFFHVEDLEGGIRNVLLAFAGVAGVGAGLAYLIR
# CIT2 TOR yeast = yeast TOR pathway CIT2-GFP modulation | S. cerevisiae CIT2-GFP strain, flow cytometry, 3 h; 100 means same as DMSO wells | GFP response vs DMSO, % at 10 µM | actives 0.065% (n = 320,000);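 active means GFP response relative to DMSO above a set limit, near the screen mean plus 3 SD, cut at about 150% in these data; inconclusive means Fewer than 70 cells measured for a yeast strain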;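 further: ratio of well median GFP fluorescence to mean of DMSO wells on the plate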
# GRK2 aptamer HTS = human GRK2 inhibition via aptamer displacement. P25098. bead flow cytometry, FAM-aptamer displacement from GRK2. inhibition of aptamer binding, % at 10 µM. actives 0.59% (n = 330,000). AID 488847;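 active means inhibition of aptamer binding above 40%, roughly 3 SD of noise, on plates passing a quality check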;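 further: median bead fluorescence of bound FAM aptamer so fluorescent compounds give negative values; no value below 0 was filed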
# AGP1-GFP MLPCN = alters AGP1-GFP fluorescence in TOR pathway yeast screen | actives 0.02% (n = 320,000) | AID 2066 | GFP response vs DMSO, % at 10 µM | S. cerevisiae AGP1-GFP multiplex flow cytometry, 3 h; GFP as percent of DMSO wells;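 active means GFP response relative to DMSO above a set limit, near screen average plus 3 SD, cut at about 150% in these data; inconclusive means fewer than 70 cells counted for the yeast strain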;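 further: median GFP channel fluorescence of the gated AGP1 strain per well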
# Fam108B counter = counter-screen for RBBP9 inhibitors: inhibitors of mouse Fam108B; inhibition, % at 9.51 µM; actives 0.33% (n = 300,000); recombinant Fam108B, FP-Rh probe fluorescence polarization;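 active means inhibition above the screen mean inhibition plus 3 SD, computed separately per campaign, cut at about 18% in these data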;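 further: inhibitors lower polarization as less probe binds the enzyme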
# BCLXL inh = Bcl-xL (human) inhibition. GST-Bcl-xL / FITC-Bim BH3 peptide fluorescence polarization. inhibition, % at 10.9 µM. actives 0.7% (n = 320,000). AID 2129;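 active means inhibition above the mean of all tested compounds plus 3 SD, cutoff set per campaign, cut at about 30% in these data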;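 further: 0% = DMSO wells and 100% = unlabeled Bim-BH3 peptide competitor; inhibitors lower millipolarization by displacing the labeled peptide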
# Target sequence (Q07817 whole entry, looked up): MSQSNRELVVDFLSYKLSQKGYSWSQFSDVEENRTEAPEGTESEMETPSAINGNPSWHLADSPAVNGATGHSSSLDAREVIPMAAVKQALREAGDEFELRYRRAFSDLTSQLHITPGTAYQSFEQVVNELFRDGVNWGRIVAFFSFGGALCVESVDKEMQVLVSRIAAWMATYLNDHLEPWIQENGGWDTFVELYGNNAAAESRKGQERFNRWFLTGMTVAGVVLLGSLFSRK
# GLD-1 TGE inh = GLD-1-TGE RNA interaction inhibition (C. elegans). Q17339. actives 0.44% (n = 320,000). inhibition, % at 5.96 µM. purified GLD-1 + fluorescein TGE RNA, fluorescence polarization;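 active means percent inhibition above a per-plate cutoff, the plate mean of test compounds plus 3 SD, cut at about 30% in these data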;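 further: 0% = DMSO wells with GLD-1 and probe and 100% = wells lacking GLD-1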
# Target sequence (Q17339 whole entry, looked up): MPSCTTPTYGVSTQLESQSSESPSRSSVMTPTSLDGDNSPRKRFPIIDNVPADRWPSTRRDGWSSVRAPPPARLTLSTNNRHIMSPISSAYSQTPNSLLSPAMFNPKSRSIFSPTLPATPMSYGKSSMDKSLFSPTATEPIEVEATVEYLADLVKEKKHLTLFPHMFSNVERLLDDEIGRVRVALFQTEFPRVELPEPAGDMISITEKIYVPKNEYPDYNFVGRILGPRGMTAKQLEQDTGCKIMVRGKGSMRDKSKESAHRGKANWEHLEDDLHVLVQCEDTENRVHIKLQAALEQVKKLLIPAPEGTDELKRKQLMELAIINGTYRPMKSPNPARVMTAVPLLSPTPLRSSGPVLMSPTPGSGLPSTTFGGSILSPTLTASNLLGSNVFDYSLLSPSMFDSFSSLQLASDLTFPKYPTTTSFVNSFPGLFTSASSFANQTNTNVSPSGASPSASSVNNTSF
# MEX-5 binding = C. elegans MEX-5 TCR-2 RNA binding activity; MEX-5/FITC-TCR2 RNA binding, fluorescence polarization; hits give low values; activity score (negative = inhibition of binding), % at 10 µM; actives 0.38% (n = 300,000);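 active means inhibition past about -25% in most replicates, and total fluorescence under double the plate's negative control median, limit read from the data; inconclusive means replicates evenly split on the limit, or fluorescence at least double controls; inactive means too little inhibition in most replicates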;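 further: 0% = DMSO and -100% = 5 µM competing unlabeled TCR2 RNA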
# VLA-4 inh = inhibition in a human VLA-4 binding assay; inhibition, % (about 7 µM as worked out from the volumes in the protocol); VLA-4 expressing cells, ligand binding flow cytometry; P13612; actives 0.2% (n = 330,000); in the data active means inhibition above about 50%
# * hit, by the source's call; ? = inconclusive; · = not tested or not shown. This is a random part of the collection; overall some 2.2% were active at least once.
cpd	canonical_smiles	AGP1-GFP MLPCN	Fam108B counter	MEX-5 binding	MCL1 BIM primary	GRK2 aptamer HTS	GLD-1 TGE inh	VLA-4 inh	BCLXL inh	CIT2 TOR yeast
1	CN(C)S(=O)(=O)c1cccc(NC(=O)CSc2nc3c(cc2C#N)C(=O)CC(C)(C)C3)c1	102.5	3.5	-2.2	2.0	0.0	2.6	-5.7	3.1	100.3
2	Cc1nc(-c2ccc(S(=O)(=O)N3CCCN(CCc4ccccc4)CC3)s2)cs1	101.8	0.2	1.9	6.9	0.0	2.5	7.1	5.9	96.6
3	CCN(CC)CCCNC(=O)c1cn(CC)c2cc(N3CCN(C(=O)c4ccco4)CC3)c(F)cc2c1=O	67.8	3.5	0.1	-0.2	0.0	2.3	-3.6	5.6	81.5
4	C/C(N)=C(/C#N)C(=O)COC(=O)[C@@H](NC(=O)c1ccccc1Cl)C(C)C	101.4	3.6	-1.6	3.0	0.0	1.4	3.6	-0.4	101.7
5	CCCn1c(SCC(=O)c2cc(C)n(C3CC3)c2C)n[nH]c1=O	107.4	·	·	-1.6	0.0	1.6	-2.3	-8.2	107.6
6	CN(CC(=O)Nc1ccc2c(c1)CCC2)CC(=O)Nc1ccccc1Br	90.0	0.7	-0.8	-2.6	1.0	4.8	17.8	-2.4	91.6
7	O=C(COc1coc(CN2CCN(c3ccccc3F)CC2)cc1=O)NC1CCCC1	105.2	2.7	-2.0	-6.0	1.0	-1.0	-5.4	0.9	95.5
8	C/C=C(\C)c1nnc(NC(=O)c2ccco2)s1	92.7	0.7	3.6	0.8	1.0	-3.2	-0.1	1.0	·
9	Cc1cccc(NC(=S)N(CCN(C)C)Cc2cc3cc(C)ccc3[nH]c2=O)c1	108.7	-0.5	-2.2	-1.3	0.0	-0.5	11.4	3.2	112.9
10	CN(Cc1cccs1)C(=O)Cc1c[nH]c2ccccc12	110.4	-0.5	·	-1.2	0.0	6.8	·	6.5	100.9
11	CC(=O)[C@@H]1[C@@H](C)N(Cc2ccccc2)C(=O)N[C@H]1c1cccc(C(F)(F)F)c1	77.5	-0.2	2.0	-4.6	3.0	2.6	-5.5	-2.7	67.5
12	COc1cc(C2=NOC(C(=O)NCc3cccs3)C2)cc(OC)c1OC (stereo unspecified)	104.6	1.9	1.3	-3.6	3.0	5.7	-10.4	2.8	110.7
13	CN1CCN(CC(O)COc2ccc(C(=O)O)cc2)CC1 (stereo unspecified)	93.2	5.7	0.5	-0.7	·	-5.1	9.5	3.8	97.4
14	CC1(C(=O)O)Oc2cccnc2NC1=O (stereo unspecified)	93.7	0.4	-1.4	-1.0	0.0	4.7	10.3	6.0	95.7
15	N/C(=N\OC(=O)C12CC3CC(CC(C3)C1)C2)c1ccccc1	74.1	-1.6	·	1.2	2.0	4.4	6.9	1.6	115.8
16	O=S(=O)(NCCSCc1c(Cl)cccc1Cl)c1ccc2c(c1)OCCO2	96.7	-6.3	-1.9	-4.3	3.0	1.1	38.5	0.1	94.0
17	CCC(=O)C1CCCN(C(=O)CCc2nnc(-c3ccc4c(c3)OCO4)o2)C1 (stereo unspecified)	108.3	2.7	-1.1	-3.1	2.0	1.7	23.3	0.4	100.8
18	CN(CCc1ccccn1)C(=O)CCC1CCCN(C(=O)c2ccc3c(c2)OCCO3)C1 (stereo unspecified)	106.9	4.7	0.2	10.1	14.0	-0.2	19.2	3.1	96.6
19	O=C(COC(=O)CCCc1nc2ccccc2s1)NC(=O)NCc1ccco1	98.7	5.5	2.3	5.2	5.0	3.7	2.0	-4.7	106.1
20	Cc1ccc(NC(=S)NCc2ccc(Cl)cc2)c(OC(F)F)c1	85.3	-4.2	0.4	14.4	0.0	4.7	-6.1	5.8	85.1
21	O=Cc1ccnc(-c2ccc(OC(=O)c3ccco3)cc2)n1	110.9	4.0	-5.1	1.1	2.0	0.6	19.8	2.9	108.3
22	Cc1nc2ccccc2c(=O)n1NC(=O)c1ccccc1Br	108.2	3.9	1.2	-5.4	1.0	2.1	3.5	1.4	106.6
23	Cc1ccc(CSCCNC(=O)CN(c2cccc([N+](=O)[O-])c2)S(C)(=O)=O)cc1	96.5	-2.6	3.3	-3.4	0.0	4.2	-0.2	-1.1	85.7
24	CC1CCCCN1C(=O)c1ccccc1NC(=O)c1ccco1 (stereo unspecified)	101.3	-2.2	0.0	-1.8	0.0	4.8	4.3	4.2	96.7
25	CCOC(=O)C(=O)NNc1ccccc1OC	102.7	-2.9	2.1	4.7	0.0	-2.9	3.0	7.4	92.0
26	CCc1ccc(OCCOCC(O)CNC(C)(C)C)cc1 (stereo unspecified)	106.6	-8.1	0.2	5.2	0.0	6.5	11.1	1.4	101.7
27	O=C1c2oc3ccc(Cl)cc3c(=O)c2C(c2ccccn2)N1CCCN1CCOCC1 (stereo unspecified)	109.5	6.6	0.3	12.7	0.0	9.5	-9.8	13.3	130.2
28	Cc1cnc(C)c(N2CCN(Cc3nc(-c4ccc(C)o4)oc3C)CC2)n1	93.3	1.8	0.7	8.4	0.0	8.6	-4.5	9.9	90.2
29	CN1C(=O)S/C(=C/c2cccnc2)C1=O	106.3	4.2	-1.9	6.7	2.0	-0.1	1.7	3.8	109.3
30	O=C(NC(=S)Nc1nc2ccc(F)cc2s1)c1ccco1	110.8	-1.4	-1.2	2.9	2.0	-2.6	-2.7	3.4	113.9
31	CC(=O)c1c(C)nc(C)nc1NC(=O)Cc1ccccc1	100.6	0.5	1.2	-8.4	1.0	0.7	7.8	5.0	98.0
32	NS(=O)(=O)c1ccc(NC(=O)COC(=O)CNC(=O)C23CC4CC(CC(C4)C2)C3)cc1	75.8	-0.1	-1.0	-6.2	0.0	-1.6	1.1	3.4	88.5
33	CN(C)S(=O)(=O)c1ccc(C(=O)Nc2ccccc2C(=O)NCCCN2CCOCC2)cc1	92.8	·	·	-13.5	3.0	0.1	1.6	-8.7	88.1
34	O=C(Nc1ccc(Cl)cc1F)c1ccc(COc2c(F)c(F)c(F)c(F)c2F)o1	103.8	-2.4	1.2	6.5	2.0	5.5	0.7	10.5	112.0
35	O=C(Nc1ccccc1N1CCOCC1)c1ccncc1	102.1	·	·	-3.9	2.0	4.3	3.2	0.7	98.5
36	COc1ccc(N2CC(NC(=O)Nc3ccccc3)CC2=O)cc1 (stereo unspecified)	103.2	-0.3	0.9	-0.1	0.0	3.0	-0.9	1.6	92.2
37	O=C(COc1ccccc1Cl)N1CCN(c2ncccn2)CC1	102.2	-2.4	0.4	7.4	2.0	-10.1	-24.0	3.5	107.1
38	Cc1ccc2nc(N(CCCN(C)C)C(=O)c3cc(-c4cccs4)nc4ccccc34)sc2c1	96.8	-1.2	-3.1	4.0	0.0	-4.3	12.4	6.8	95.7
39	CCOc1ccc(C(=O)NCCC(=O)N2CCC3(CC2)NCCc2[nH]cnc23)cc1	94.0	-2.4	-2.9	-7.1	0.0	-3.9	4.1	-2.2	95.2
40	O=C(NCCCn1ccnc1)c1ccc(Cl)s1	121.6	1.8	2.2	-2.8	0.0	-5.6	-11.7	2.8	118.7
41	O=C(N1CCOCC1)N1CCN(C(=O)N(c2ccccc2)c2ccccc2)CC1	98.9	-0.8	-1.5	2.5	0.0	0.0	-13.8	6.7	94.4
42	Fc1cccc(/C=N/Nc2ccccn2)c1	105.9	-7.0	-1.0	-7.2	0.0	2.9	1.4	-2.8	103.2
43	COc1cc(C2NC(=O)NC(c3ccccc3)=C2C(C)=O)c(Cl)cc1OCC(=O)O (stereo unspecified)	104.8	2.5	0.2	-3.3	0.0	-1.1	12.0	0.6	100.0
44	CCC(CC)C(=O)Nc1nnc(S(=O)(=O)N(CC)c2ccc(OC)cc2)s1	98.5	·	2.3	·	0.0	·	2.8	·	101.0
45	Fc1ccccc1/C=C1\CCCC2=C1NC(=S)NC2c1ccccc1F (stereo unspecified)	105.3	-6.8	1.4	0.3	2.0	5.4	-7.0	3.9	88.2
46	CS(=O)(=O)c1ccc(C(=O)Nc2cc(-c3ccccc3)nn2-c2ccccc2)cc1	105.8	-2.7	·	-0.3	1.0	-0.7	43.3	3.2	99.2
47	Cc1cc(C)nc(Nc2cccc(Cl)c2)n1	95.2	·	-2.9	·	16.0	·	7.9	·	100.6
48	Cc1cc(C)n2ncc(C(=O)NCCc3ccccc3)c2n1	101.6	0.4	0.4	-2.1	0.0	7.0	2.7	1.1	96.3
49	Cc1ccc(-c2cc(NC(=O)CSc3n[nH]c(N)n3)n(-c3ccccc3)n2)cc1	86.9	-1.9	-0.5	8.2	0.0	2.7	10.0	-1.5	99.5
50	COc1cc(/C=C2\SC(=S)N(Nc3ccccc3)C2=O)ccc1O	91.5	-172.3	-0.6	-14.2	9.0	-12.7	-190.3	-3.5	96.4

# Further records follow:
cpd	canonical_smiles	AGP1-GFP MLPCN	Fam108B counter	MEX-5 binding	MCL1 BIM primary	GRK2 aptamer HTS	GLD-1 TGE inh	VLA-4 inh	BCLXL inh	CIT2 TOR yeast
51	Cc1ccc(S(=O)(=O)Nc2ccc(S(=O)(=O)Nc3ncccn3)cc2)cc1	100.9	4.6	3.7	1.0	1.0	2.1	-2.6	6.0	98.9
52	CCC(=O)NC(c1ccccc1)c1c(O)ccc2ccccc12 (stereo unspecified)	97.8	-1.5	1.5	-2.7	2.0	4.4	0.7	-0.6	96.2
53	O=C(Nc1cccc(NC(=O)c2ccc(F)cc2)c1)c1ccc(F)cc1	96.3	0.3	1.3	4.5	0.0	3.6	3.8	1.8	99.2
54	O=C(CSc1nncc2ccccc12)Nc1cccc(O)c1	101.8	1.2	3.2	11.7	3.0	-5.8	-8.4	6.6	98.8
55	O=C(CCc1ccccc1)NCC(=O)N/N=C/c1ccc(O)cc1O	101.5	-1.9	1.9	5.7	1.0	9.0	8.4	6.5	95.7
56	Cc1cc(C)n(-c2nnc(NC34CC5CC(CC(C5)C3)C4)nn2)n1	92.8	6.1	0.0	4.7	12.0	0.0	18.7	0.3	95.8
57	COc1ccc(C(=O)N2CCCC2)cc1S(=O)(=O)N1CCC(C)CC1	95.1	-0.6	0.7	-2.8	1.0	-3.4	-2.9	5.3	104.2
58	CCC(Oc1ccccc1F)C(=O)NCCCn1ccnc1 (stereo unspecified)	95.0	0.8	-1.7	1.7	1.0	4.9	7.3	3.7	94.2
59	Cc1oc(CC(C)C)cc1C(=O)Nc1ccc(C(=O)O)cc1	78.7	0.9	0.7	9.8	2.0	-6.0	33.3	9.2	·
60	N=c1c2ccccc2nc2n1CCCCCCCCCCC2	109.4	1.4	0.9	-6.3	0.0	-1.9	8.4	1.2	100.6
61	COc1ccccc1CN1CCN(Cc2ccc3ccccc3c2)CC1	101.1	5.0	-2.7	10.8	1.0	-1.5	-7.1	2.0	99.1
62	Cn1c(=O)c2c(ncn2CC(=O)Nc2ccccc2)n(C)c1=O	·	6.0	-1.4	1.2	0.0	8.2	3.9	-2.8	?
63	NC(=O)C1Cc2ccccc2CN1C(=O)c1nn(Cc2ccccc2)c(=O)c2ccccc12 (stereo unspecified)	110.4	·	·	-4.5	0.0	6.8	0.2	0.2	103.8
64	O=c1[nH]c(SCCOc2cccc3ccccc23)nc2ccccc12	101.7	-1.2	-0.3	4.2	0.0	2.4	4.3	1.4	104.8
65	CSc1nc2sc3c(c2c(=O)n1C)CCCC3	88.5	-0.6	2.5	-0.9	2.0	3.6	3.2	0.7	·
